Compound activity deposited in PubChem BioAssay by National Center for Advancing Translational Sciences (NCATS).
HP1b chromo inh = HP1-beta chromodomain-methylated histone interaction inhibition | P83916 | 390,000 compounds, 0.56% hits | Potency, µM (series often up to 114 µM), for inactives: at the highest dose activity change, negative = inhibition, most hits filed as inhibitors | AlphaScreen HP1-beta / biotin-H3K9me3 peptide binding; note: potency is the fitted concentration of half-maximal effect; nearly all actives have a fitted effect of over 70% in size; inactives centre near 23
Target sequence (P83916 whole entry, looked up): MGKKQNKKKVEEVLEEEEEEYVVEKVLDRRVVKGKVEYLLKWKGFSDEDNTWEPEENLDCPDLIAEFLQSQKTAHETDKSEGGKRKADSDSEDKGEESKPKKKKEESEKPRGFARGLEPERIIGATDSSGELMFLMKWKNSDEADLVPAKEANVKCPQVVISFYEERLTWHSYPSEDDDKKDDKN
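HP1-beta protein (50 nM final) preincubated 30 min at room temperature with biotinylated H3(1-18)K9me3 peptide (50 nM) in PBS pH 7.4, 0.01% Tween-20, then compound added for 30 min. AlphaScreen streptavidin donor/nickel chelate acceptor beads (10 ug/mL final), 30 min dark, luminescence read.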
GLS inhibitor = blocks human kidney-isoform glutaminase activity | O94925 | GLS enzymatic activity, qHTS titration | Potency, µM (series often up to 45.5 µM), without a hit: at the top dose activity change, negative = inhibition, actives largely listed as inhibitors | 410,000 compounds, 0.21% hits; note: potency is the fitted concentration of half-maximal effect; % is set by controls: 0 for no effect and ±100 for the full control effect
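hKGA; 45 mM KH2PO4 pH 8.2 + 0.02% Tween-20; cpd via pin tool; 1 mM Gln soln; GluOx/HRP/Amplex Red; RT 30 min; fluor. t0 & final.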
TrxR1 substrate = rat thioredoxin reductase 1 substrate activity. O89049. purified TrxR1 substrate turnover, NADPH consumption readout. Potency, µM (highest dose often 114 µM), for the others: at the top dose activity change, negative = substrate turnover. 390,000 compounds, 0.01% hits. AID 588456; note: potency is the fitted concentration of half-maximal effect; % is set by controls: 0 for no effect and ±100 for the full control effect; nearly all actives have a fitted effect of over 50% in size
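Rat TrxR1, dispensed at 90 nM, was prereduced with 400 uM NADPH (final) for 5 min at ~22 deg C, then incubated with compound 15 min before 400 uM selenite. A first-read NADPH fluorescence drop versus no-compound background flagged substrates.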
mIDH1 inhibitor = blocks human mutant IDH1 R132H enzyme. O75874. IDH1-R132H enzyme, NADPH consumption, diaphorase/resazurin fluorescence. Potency, µM (top dose mostly 76.6 µM), for inactives: at the highest dose activity change, negative = inhibition, most hits filed as inhibitors. 390,000 compounds, 0.093% hits; note: potency is the fitted concentration of half-maximal effect; % is set by controls: 0 for no effect and ±100 for the full control effect; nearly all actives have a fitted effect of over 65% in size
Target sequence (O75874 whole entry R132H, stated change not applied): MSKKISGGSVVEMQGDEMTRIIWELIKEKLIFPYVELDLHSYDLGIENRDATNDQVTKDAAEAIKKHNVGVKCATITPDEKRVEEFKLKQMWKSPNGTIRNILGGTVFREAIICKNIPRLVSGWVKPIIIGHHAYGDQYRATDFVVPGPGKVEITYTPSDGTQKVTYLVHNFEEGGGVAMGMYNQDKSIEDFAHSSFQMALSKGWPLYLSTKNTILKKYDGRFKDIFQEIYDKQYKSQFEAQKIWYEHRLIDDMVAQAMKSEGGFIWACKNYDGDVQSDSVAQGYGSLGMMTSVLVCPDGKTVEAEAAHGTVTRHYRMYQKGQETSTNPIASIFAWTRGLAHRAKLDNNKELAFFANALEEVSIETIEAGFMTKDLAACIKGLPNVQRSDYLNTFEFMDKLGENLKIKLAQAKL
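IDH1-R132H (0.5 ug/mL) preincubated 30 min with compound, then NADPH (0.016 mM) and alpha-KG (2 mM) added; 80 min at RT, pH 7.5. Remaining NADPH coupled via diaphorase/resazurin to fluorescence (540/590 nm); concentration-response curves normalized to no-enzyme control.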
TrxR1 inh = inhibitors of rat thioredoxin reductase 1 | AID 588453 | Potency, µM (doses to about 114 µM), for the others: top-dose activity change, negative = inhibition, most hits filed as inhibitors | 390,000 compounds, 1% hits | recombinant rTrxR1, NADPH fluorescence consumption, selenite substrate; note: potency is the fitted concentration of half-maximal effect; % is set by controls: 0 for no effect and ±100 for the full control effect; nearly all actives have a fitted effect of over 65% in size
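Rat TrxR1 (90 nM in the dispensed reagent) was pre-reduced with 400 uM NADPH for 5 min at room temperature, then incubated with compound for 15 min. After 400 uM selenite was added, NADPH fluorescence (Ex 340/Em 450 nm) was followed for 8 min.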
PI4K2A block = PI4K2A (human) kinase inhibition | Q9BTU6 | purified PI4K2A, ADP-Glo luminescence, 1 h; stronger effect = lower value | AID 1346378 | activity change, negative = inhibition, % at 76.9 µM | 420,000 compounds, 0.13% hits; in the data active = activity change below about -50%; inconclusive = mostly about -30% to -49%;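 note: -100% = wells without enzyme as full effect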
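ADP-Glo luminescence measured ADP generated by PI4K2A enzyme (4 ug/mL before mixing) with 1.2 mM PI substrate (pre-mix) and 300 microM ATP (pre-mix). Tris pH7.5 buffer with MgCl2, Triton X-100; 1 h reaction at ambient temperature.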
USP1-UAF1 inh = blocks the human USP1/UAF1 deubiquitinase complex. recombinant USP1/UAF1, Ub-Rhodamine cleavage fluorescence. O94782. Potency, µM (highest dose often 57.1 µM), inactives show at the top dose activity change, negative = inhibition, hits mostly inhibitors. 390,000 compounds, 0.23% hits; note: potency is the fitted concentration of half-maximal effect; % is set by controls: 0 for no effect and ±100 for the full control effect; nearly all actives have a fitted effect of over 60% in size; inactives centre near -12
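USP1/UAF1 complex at 1 nM was preincubated with compound for 15 min at room temperature, then Ub-Rho substrate (150nM final) was added. Fluorescence (480/540 nm) was read kinetically, 6 reads every 60 seconds.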
PGK inhibitor = blocks T. brucei phosphoglycerate kinase | P07378 | 380,000 compounds, 0.043% hits | PGK/GAPDH coupled, Kinase-Glo luminescence, 60 min | Potency, µM (highest dose often 57.5 µM), without a hit: at the top dose activity change, negative = inhibition, actives largely listed as inhibitors | AID 602233; note: potency is the fitted concentration of half-maximal effect; % is set by controls: 0 for no effect and ±100 for the full control effect; nearly all actives have a fitted effect of over 60% in size
Target sequence (P07378 whole entry, looked up): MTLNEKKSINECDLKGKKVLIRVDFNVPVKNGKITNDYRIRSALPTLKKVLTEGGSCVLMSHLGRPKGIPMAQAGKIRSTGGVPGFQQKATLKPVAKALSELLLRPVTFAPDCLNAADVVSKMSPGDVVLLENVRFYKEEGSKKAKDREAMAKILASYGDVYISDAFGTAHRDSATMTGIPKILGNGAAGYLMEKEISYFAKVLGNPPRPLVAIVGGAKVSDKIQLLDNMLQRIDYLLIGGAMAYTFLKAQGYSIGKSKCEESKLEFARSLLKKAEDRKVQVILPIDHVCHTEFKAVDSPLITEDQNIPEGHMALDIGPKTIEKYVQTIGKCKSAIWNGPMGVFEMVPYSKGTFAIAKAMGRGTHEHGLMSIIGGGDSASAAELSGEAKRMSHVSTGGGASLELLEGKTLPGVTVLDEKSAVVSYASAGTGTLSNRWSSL
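Luminescent ATP detection (Kinase-Glo Plus) follows a 60-minute room-temperature incubation, with wells lacking PGK as controls. Buffer: 100 mM TEA (pH 7.6), 5 mM MgCl2, 0.01% Tween-20. Coupling enzyme GAPDH (100 nM final) supplies unstable 1,3-BPG in-well.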
Pin1 inhibitor = human Pin1 inhibition | Pin1 FP peptide displacement, HiFluor488, 10 min | Potency, µM (titrated, usually from 115 µM), for the others: top-dose activity, negative = inhibition, hits mostly inhibitors | Q13526 | 390,000 compounds, 0.009% hits; active = well fitted inhibition curve with a large enough effect in the polarisation, with a control signal flat, not every such curve was filed as active; inconclusive = small, poorly fitted or top-dose-only effect, or effect the other way, or a change in a side signal; inactive = no such curve, though single readings can be large or run the other way; the % refers to the polarisation; note: potency is the fitted concentration of half-maximal effect; % is set by controls: 0 for no effect and ±100 for the full control effect
* marks the source's active call; other numbers are inactive results; i = inactive; ? = inconclusive; · = no result given; [ ] = dose if it differs, or a comment. Unless noted, calls come from the whole dose curve; as a rule, active = well fitted curve in the direction sought with a large enough effect; inconclusive = small, poorly fitted or top-dose-only effect, or another doubt; inactive = no such curve, though single readings can be large; an effect the other way counts as inactive or inconclusive. An excerpt; the hit share may differ from the screen's.

item	Compound	GLS inhibitor	PGK inhibitor	USP1-UAF1 inh	Pin1 inhibitor	TrxR1 inh	PI4K2A block	HP1b chromo inh	TrxR1 substrate	mIDH1 inhibitor
1	Cc1ccc(S(=O)(=O)NCC2CCC(C(=O)NCc3ccccn3)CC2)cc1 (centres undefined)	-2.6%	-1.4%	-18.3%	8.3%	11.0%[57.1 µM]	5.7	22.0%	6.2%[57.1 µM]	0.8%
2	CCCCn1c(-c2cccnc2)n[nH]c1=S	-2.9%	6.4%	-24.1%	-3.6%	2.3%[11.4 µM]	-2.9	18.5%	3.6%[11.4 µM]	-4.0%
3	O=C(Nc1ccc(Br)cc1)C1CCN(C(=O)c2ccc(F)cc2)CC1	3.7%	-10.3%	-20.3%	28.7%	7.7%[57.1 µM]	-3.9	25.8%	1.5%[57.1 µM]	-2.1%
4	CC1(C)Cc2c(c(N3CCOCC3)nc3sc4c(NCc5ccco5)nnnc4c23)CS1	-2.4%	-1.4%	-15.1%	25.4%	-12.3%	-9.3	9.9%	3.0%	-6.4%
5	N=c1c(S(=O)(=O)c2ccc(Cl)cc2)cc2c(=O)n3ccccc3nc2n1C1CCCCC1	0.0%	i	-25.9%	-5.5%	13.3%	2.3	30.6%	-2.0%	-16.5%
6	O=C(CN1CCCCC1)Nc1ccccc1-c1ccccc1	20.0%	-0.6%	8.8%	-11.8%	20.6%	0.1	19.4%	5.5%	4.6%
7	CC(C)(C)C(=O)[C@@H]1[C@@H]2C(=O)N(C3CCCCC3)C(=O)[C@@H]2[C@H]2c3ccccc3C=CN12	·	-0.8%	25.1µM*	-17.2%	5.1%	-7.5	46.0%[activator]	5.9%	-16.1%
8	COc1ccc(CNS(=O)(=O)c2cc3c4c(c2)C(C)C(=O)N4CCC3)cc1 (centres undefined)	7.0%	-6.8%	-17.6%	-0.1%	9.9%	-5.3	17.9%[57 µM]	3.8%	0.8%
9	Cc1ncccc1C(=O)N1CCCC(CNC(=O)c2ccc(-c3ccccc3)cc2)C1 (centres undefined)	-1.0%	-10.7%	-19.4%	-14.5%	20.9%	10.8	29.3%	6.7%	0.5%
10	CC1CCN(S(=O)(=O)c2ccccc2[N+](=O)[O-])CC1	5.9%	-2.4%	1.8%	-0.5%	-0.2%	2.1	?	-4.2%	0.9%
11	Cc1cc(C)c(NS(=O)(=O)c2ccc(NC(=O)c3cccs3)cc2)c(C)c1	1.0%	2.3%	-7.4%	4.1%	11.6%	-2.3	47.8%[activator]	3.8%	-2.6%
12	CCCN1C(=O)/C(=C/c2nc3ccccc3c(=O)[nH]2)c2ccccc21	-0.1%	i	-5.1%	-2.9%	-0.3%	3.4	?	-8.1%	-0.8%
13	Clc1ccc(-n2ncc3c(N4CCCC4)ncnc32)cc1	7.5%	-2.6%	2.2%	3.9%	12.0%	-1.2	30.9%	1.1%	-6.0%
14	Cc1ccc2c(c1)CCCN2C(=O)c1ccc2c(c1)OCO2	-20.7%	-2.4%	-5.9%	-9.7%	14.5%	2.8	6.7%	4.4%	8.8%
15	C#CCNC(=O)C1=C[C@H](c2ccccc2)[C@@H](CCCO)[C@H](OCC)O1	3.0%	-0.4%	-19.4%	0.1%	-25.9%	4.0	39.4%[activator]	-4.4%	5.9%
16	CC(=O)N1c2cc3ccccc3cc2N(C(C)=O)c2cc3ccccc3cc21	-2.7%	-3.3%	-4.4%	2.7%	20.6%[57.1 µM]	-4.8	9.1%[57 µM]	9.1%[57.1 µM]	-5.8%
17	CC(C)C(NC(=O)c1ccc(C(C)(C)C)cc1)C(=O)NCc1ccccn1 (centres undefined)	-0.1%	0.0%	-13.5%	-4.0%	11.2%	1.8	29.3%	2.5%	3.0%
18	N#Cc1cccc(NC(=O)c2ccccc2C(=O)O)c1	12.6%	-3.9%	4.3%	-0.6%	26.5%	2.6	10.6%	6.3%	3.6%
19	Cc1ccc(-n2c(C)cc(C(=S)N3CCOCC3)c2C)cc1C	4.9%	-9.8%	?	10.1%	8.6%	0.0	?	6.5%	4.9%
20	COc1ccc(NC(=O)CN2C(=O)NC3(CCCCCC3)C2=O)cc1Cl	-9.1%	i	-4.1%	2.8%	22.0%	-2.1	30.8%	6.8%[57.1 µM]	11.2%
21	COc1ccc2c(c1)c(/C=C/c1cc[n+](C)cc1)cn2C	10.6%	2.8%	-22.5%	?	3.4%[2.29 µM]	-12.0	14.8%	-0.2%[2.29 µM]	7.8%
22	COc1cccc(/C=N/NC(=O)c2ccc(N3CCCC3=O)cc2)c1	-4.9%	0.4%	-12.8%	-6.1%	0.2%[57.1 µM]	-2.4	-9.1%	-3.3%[57.1 µM]	-1.0%
23	O=[N+]([O-])c1cc(C(F)(F)F)cc([N+](=O)[O-])c1Sc1n[nH]c(C(F)(F)F)n1	11.3%	-4.2%	-21.8%	-11.8%	?	-6.2	43.1%[activator]	-2.5%	-4.7%
24	Cc1cc(C)c2oc(C(=O)N3CCN(C)CC3)cc(=O)c2c1	5.5%	6.7%	-3.2%	4.7%	-10.0%	-0.3	27.5%	-3.4%	-9.0%
25	O=C(CSc1nc2ccccc2n1CC(=O)N1CCCC1)Nc1nccs1	-9.1%	-4.6%	-14.1%	-2.8%	-8.8%[57.1 µM]	4.2	17.6%	5.0%[57.1 µM]	3.6%
26	COc1cc(C=O)ccc1Oc1nnnn1-c1ccc(C(N)=O)cc1	5.7%	-2.0%	-10.9%	2.6%	0.7%	4.5	15.6%	5.0%	0.0%
27	NC(=O)CSc1nnc(-c2ccc(O)cc2)n1Cc1ccco1	21.9%	1.7%	-21.1%	0.0%	-7.5%[57.1 µM]	-2.2	16.7%	4.6%[57.1 µM]	5.7%
28	C=CCNC(=O)/C(C#N)=C/c1ccc2c(c1)OCCO2	11.2%	-2.9%	-10.9%	-10.3%	6.2%[57.1 µM]	0.5	0.9%	-3.2%[57.1 µM]	16.0%
29	O=S(=O)(c1ccc(Oc2ccc(Cl)cc2)nc1)N1CCOCC1	1.7%	3.1%	-4.0%	2.4%	0.3%[57.1 µM]	1.2	13.3%	-1.5%[57.1 µM]	3.9%
30	CN1CCN(C(=O)c2ccccc2NC(=O)C(C)(C)C)CC1	-1.0%	-0.6%	-4.5%	-1.9%	2.3%	4.7	29.5%	-3.0%	1.6%
31	CCN(C(=O)Cn1nc2c3cc(F)ccc3n(Cc3cccc(C)c3)cc-2c1=O)c1cccc(C)c1	9.1%	0.5%	-18.0%	1.8%	12.4%	1.4	23.7%	0.1%	24.5%
32	CSc1ccccc1C(=O)NCc1ccccc1C	5.4%	-8.0%	0.0%	-1.5%	6.6%	-0.2	9.4%	-6.1%	-0.4%
33	CCOC(=O)C1CCN(S(=O)(=O)c2ccc3c4c(cccc24)C(=O)N3CC)CC1	-4.0%	i	?	-15.9%	14.0%	-4.7	152.8%[activator]	66.1%[activator]	10.4%
34	O=S(=O)(c1ccc(F)c(F)c1)N1CCCc2ccccc21	-1.6%	-8.1%	-24.0%	2.2%	19.5%	-4.9	141.3%[activator]	-0.4%	6.1%
35	Cc1ccc(Nc2c(F)c(F)c(F)c(F)c2C(=O)O)c(C)c1	?	2.1%	?	5.4%	0.8%[57.1 µM]	5.2	23.7%	-2.7%	-11.6%
36	CCCCN1CC(COCc2ccccc2)Oc2cccc(Oc3ccc(C(C)C)cc3)c2S1(=O)=O (centres undefined)	-0.6%	i	-18.3%	1.7%	22.8%	-1.6	35.6%	3.7%	-2.7%
37	O=C(Nc1cc(Cl)cc(Cl)c1)c1cccc(OC(F)F)c1	9.9%	0.5%	-16.9%	-1.0%	0.8%	3.9	67.6%[activator]	-9.9%	3.2%
38	COc1ccc(C2(c3ccc(OC)cc3)NC(=O)N(CC(=O)Nc3ccccc3C(F)(F)F)C2=O)cc1	3.4%	5.7%	-11.9%	-17.8%	0.3%	3.8	2.9%	-2.9%	6.1%
39	CCOC(=O)c1cc(CO)cc(C(=O)OCC)c1	19.2%	-13.9%	-4.1%	-5.6%	1.2%[57.1 µM]	-1.6	14.2%	6.3%[57.1 µM]	-8.5%
40	COc1ccccc1Nc1c2ccccc2nc2ccccc12	-29.6%	-5.8%	-11.7%	-0.2%	4.7%[57.1 µM]	5.3	?	9.2%[57.1 µM]	-3.8%
41	COc1ccc(N2C(=O)CC(NNc3ncc(Cl)cc3Cl)C2=O)cc1 (centres undefined)	-10.6%	-5.3%	4.3%	17.6%	24.8%[57.1 µM]	-2.4	29.9%	6.2%[57.1 µM]	-0.8%
